Source: PubChem
M4 PAM: CHRM4 positive allosteric modulation; CHO-K1 hM4/Gqi5, Fluo-8 calcium fluorescence, ACh EC20; 0% = ACh EC20, 100% = maximal ACh; actives 0.4% (n = 360,000); P08173; activation, % at 3 µM;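 active = activation above its plate's cutoff, the mean activation of sample wells plus 3 SD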; note: some results filed as inactive read as strong as hits
Target sequence (P08173 whole entry, looked up): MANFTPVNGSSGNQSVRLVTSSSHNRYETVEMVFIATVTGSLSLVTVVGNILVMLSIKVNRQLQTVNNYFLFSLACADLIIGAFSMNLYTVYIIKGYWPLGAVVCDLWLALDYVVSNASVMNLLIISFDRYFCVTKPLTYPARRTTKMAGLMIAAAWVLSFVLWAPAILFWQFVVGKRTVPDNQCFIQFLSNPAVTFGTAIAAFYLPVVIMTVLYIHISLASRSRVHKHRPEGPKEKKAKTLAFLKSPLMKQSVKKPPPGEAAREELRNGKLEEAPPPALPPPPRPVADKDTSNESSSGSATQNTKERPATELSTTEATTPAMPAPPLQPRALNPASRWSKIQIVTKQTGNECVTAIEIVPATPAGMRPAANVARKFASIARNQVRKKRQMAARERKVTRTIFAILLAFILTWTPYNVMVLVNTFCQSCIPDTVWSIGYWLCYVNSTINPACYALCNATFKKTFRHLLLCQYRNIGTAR
M5 antag: CHRM5 antagonism in calcium assay; AID 624040; inhibition, % at 3 µM; CHO-hM5 cells, Fluo-8 calcium fluorescence, ACh EC80; actives 0.59% (n = 360,000);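 active = inhibition above a per-plate cutoff, the mean of that plate's test compounds plus 3 SD, cut at about 27% in these data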;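 note: 0% = acetylcholine EC80 with DMSO and 100% = DMSO without agonist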
Target sequence (P08912 whole entry, looked up): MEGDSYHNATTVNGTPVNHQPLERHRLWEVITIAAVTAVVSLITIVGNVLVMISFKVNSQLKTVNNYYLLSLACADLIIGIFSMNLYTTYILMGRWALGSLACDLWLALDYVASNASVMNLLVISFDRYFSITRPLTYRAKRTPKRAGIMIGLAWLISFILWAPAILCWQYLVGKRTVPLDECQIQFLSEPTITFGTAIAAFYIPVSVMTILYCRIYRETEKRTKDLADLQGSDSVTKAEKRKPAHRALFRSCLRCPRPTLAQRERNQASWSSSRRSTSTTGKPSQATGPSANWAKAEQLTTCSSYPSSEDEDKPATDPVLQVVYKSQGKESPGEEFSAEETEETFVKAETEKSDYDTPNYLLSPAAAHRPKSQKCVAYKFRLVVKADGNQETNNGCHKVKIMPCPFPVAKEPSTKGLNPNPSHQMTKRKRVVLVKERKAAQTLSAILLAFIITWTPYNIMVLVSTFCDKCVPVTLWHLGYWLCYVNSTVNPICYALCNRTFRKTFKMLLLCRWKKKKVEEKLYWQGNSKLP
IDE inh: inhibits human insulin-degrading enzyme in HEK cells; FAbetaB cleavage, fluorescence polarization; P14735; inhibition, % at 5.59 µM; actives 0.41% (n = 320,000);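 active = percent inhibition above the average of all tested compounds plus 3 SD, set per screening campaign, cut at about 16% in these data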;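 note: IDE supplied by intact live HEK cells; FP after avidin binding of uncleaved biotin substrate so inhibition keeps polarization high; 0% = DMSO wells and 100% = 60 µM reference IDE inhibitor Ii1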
CHRM4 antagonist: CHRM4 antagonism in calcium assay | P08173 | CHO-hM4 cells, ACh EC80, Fluo-8 calcium fluorescence | inhibition, % at 3 µM | actives 0.73% (n = 360,000);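 active = inhibition above its plate's cutoff, the mean inhibition of sample wells plus 3 SD, cut at about 27% in these data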;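 note: 0% = acetylcholine EC80 with DMSO and 100% = DMSO without agonist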
M5 ag: CHRM5 agonism in calcium assay | P08912 | CHO-K1 hM5 cells, Fluo-8 calcium fluorescence; 0% DMSO wells, 100% maximal acetylcholine response | activation, % at 3 µM | actives 0.19% (n = 360,000) | AID 624037;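 active = activation above the run's mean over test compounds plus 3 SD, cut at about 23% in these data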;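 note: signal is peak over basal fluorescence ratio across the kinetic read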
M4 ag: CHRM4 agonism in calcium assay; activation, % at 3 µM; P08173; AID 624127; CHO-K1 hM4/Gqi5, Fluo-8 calcium fluorescence; vehicle 0%, full acetylcholine response 100%; actives 0.14% (n = 360,000);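 active = activation above the run mean over all test wells plus 3 SD, cut at about 32% in these data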;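 note: peak over basal fluorescence ratio per well then scaled between controls; 0% = DMSO wells and 100% = acetylcholine at EC100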
CRFR2-BP antag: antagonists of CRF-binding protein/CRF-R2 receptor complex. AID 588475. HEK293 CRF-R2/CRF-BP, CRF-induced calcium fluorescence. inhibition, % at 11.8 µM. actives 0.59% (n = 350,000);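 active = inhibition of the ligand-induced calcium signal above about 50% at the single tested concentration, limit read from the data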
M5 PAM: positive allosteric modulators of human muscarinic M5 receptor; P08912; activation, % at 3 µM; actives 0.3% (n = 360,000); CHO-K1 hM5, Fluo-8 calcium, ACh EC20 PAM; 0% = ACh EC20, 100% = ACh EC100;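 active = activation above the run cutoff, the mean activation of all test compounds plus 3 SD, cut at about 18% in these data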
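Replicates: One well per compound, no replicates | System: Human M5 receptor in CHO-K1 cells | Benchmarks: Low control EC20 acetylcholine (0%), high control EC100 acetylcholine (100%) | Probe or stimulus: Acetylcholine, EC20 level | Times: Fluo-8 loading 80 min at 37 °C plus 30 min room temperature | Signal: Intracellular calcium via Fluo-8 fluorescence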
CRFR2-BP ag: CRF-BP/CRF-R2 complex agonism; activation, % at 13.2 µM; HEK293 CRF-R2/CRF-BP, calcium dye fluorescence (FLIPR); percent of saturating CRF peptide response; actives 0.46% (n = 350,000);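 active = activation of at least 50%, plus an integration ratio under a set limit after plate pattern correction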;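 note: plate controls were neutral control wells without compound for no effect and CRF at EC100 for full effect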
* marks the source's active call; other numbers are inactive results; . = not tested or not shown.

Every second line gives: M4 PAM	M5 antag	IDE inh	CHRM4 antagonist	M5 ag	M4 ag	CRFR2-BP antag	M5 PAM	CRFR2-BP ag
1. CCCCNC(=O)c1cn(CC)c2ccc(S(=O)(=O)N3CCCC3)cc2c1=O
    2	2	0	5	0	0	-17	2	-0.4
2. Cc1ccccc1N/N=C/c1ccc(C#N)cc1
    1	8	4	14	-5	0	-1	-4	0.7
3. COCCCNC(=O)CCn1nc(-c2ccc(Cl)cc2)ccc1=O
    3	10	1	3	0	0	-19	-1	0.2
4. CCc1ccc(/C=C/c2c[nH]c3ccccc23)[n+](CC)c1
    -2	3	8	4	-5	-1	-10	1	25
5. CC(C)CCN1C(Nc2ccccc2)=NC[C@@H]1C
    5	7	2	2	0	1	-4	5	-0.5
6. COc1ccc(-c2cc(C(=O)N3CCCC3)c3ccccc3n2)cc1
    -2	4	3	-1	1	8	5	-1	-1.1
7. Fc1ccc(CN2CCCCCC2)c(F)c1
    3	-3	3	3	-4	0	19	2	-0.9
8. CC1CCCCN1CCNC(=O)C1CCCN(c2ncnc3c2nc2n3CCCCC2)C1 (configuration not stated)
    -8	7	-4	6	-9	1	9	-3	-0.4
9. O=C(O)C1C2CCC(O2)C1C(=O)Nc1cccc(Cl)c1 (configuration not stated)
    7	5	1	-4	-1	1	6	2	-1.7
10. Cc1ccc(C(=O)C2=C(O)C(=O)N(Cc3cccnc3)C2c2ccc(N(C)C)cc2)o1 (configuration not stated)
    -13	10	-1	7	-2	-1	-5	-3	-0.6
11. COc1ccc(CNC(=O)c2cccnc2SC)cc1OC
    -8	1	1	5	-3	1	-1	-2	2.4
12. CCCCn1c(SCC(=O)NCc2ccco2)nnc1-c1ccco1
    18	1	4	5	1	1	7	2	-1.6
13. Cc1ccc(S(=O)(=O)Nc2cc3c(cc2N2CCOCC2)n(C)c(=O)c(=O)n3C)cc1
    0	3	-4	7	0	1	1	9	0.3
14. Cc1cc(NC(=O)CCC(=O)N(Cc2ccco2)C2(C(=O)NC3CCCC3)CCC(C)CC2)no1 (configuration not stated)
    2	6	7	-18	-2	4	-4	-5	-2.0
15. CCN(CC)S(=O)(=O)c1ccc(N2CC(C(=O)NCCC3=CCCCC3)CC2=O)cc1 (configuration not stated)
    -6	-3	-6	10	-3	3	3	-5	0.2
16. C=CCOC(=O)C1=C[C@H](c2ccc(C(F)(F)F)cc2)C[C@H](OCCCCO)O1
    0	4	-2	-4	3	1	2	7	1.4
17. CC1CCCN(C(=O)CCCNC(=O)c2ccc(Cl)cc2)C1 (configuration not stated)
    0	2	-3	-9	-2	0	-35	-7	2.4
18. CN(Cc1ccccc1)c1nc2nonc2nc1N1CCCC(CN2CCCC2=O)C1 (configuration not stated)
    -27	-1	3	-9	-21	1	1	-2	-0.9
19. COc1ccc(-c2cccc(C(=O)Nc3ccc(C)cc3)c2)cc1
    17	-3	-2	-4	-10	1	5	-7	3.5
20. Cc1ccccc1-c1nnc(SCC(=O)NC2CCCC2)o1
    11	10	-2	-7	-2	3	1	-5	0.4
21. O=C(C1CC1)N1CCc2cc(Br)c(S(=O)(=O)N3CCCCCC3)cc21
    4	21	.	-13	-5	7	6	-4	-2.9
22. Cc1ccc2c(c1)cc(CN(Cc1ccco1)C(=O)COc1ccccc1)c1nnnn12
    -2	4	-3	-15	-1	1	-10	-4	2.6
23. S=C(Nc1cccc(Cl)c1)N1CCOCC1
    -1	2	-1	-5	1	2	0	-8	-1.0
24. Cn1c(SCC(=O)c2c(N)n(C)c(=O)n(C)c2=O)nnc1-c1ccccc1
    -1	5	4	1	0	1	-1	-3	0.7
25. CCOCCCNC(=O)c1oc2ccc(S(=O)(=O)N3CCOCC3)cc2c1C
    -1	15	5	0	2	6	-7	-9	1.3
26. C/C(CC1CC(COCC(C)C)OC1=O)=N\NC(N)=S (configuration not stated)
    0	-4	1	-11	2	3	5	-1	0.5
27. C=CCc1ccc(OCC(O)CN2CCC(Cc3ccccc3)CC2)c(OC)c1 (configuration not stated)
    -4	10	-3	11	-6	4	-20	-5	2.6
28. CC(C)Cn1c(-c2ccc(Br)cc2)c[nH]c1=S
    -10	2	1	-2	-7	2	-14	-23	-1.8
29. CN1CCN(c2ccc(NC(=O)c3cc(Cl)c4c(c3)OCCO4)cc2)CC1
    9	9	.	0	-8	1	1	2	-1.3
30. O=C(Nc1ccc(Oc2ccccc2)cc1)C1CCN(c2c3c(nc4ncnn24)CCC3)CC1
    -17	6	5	11	-14	4	-32	-12	0.7

One compound at a time, from the list above. Order of screens: M4 PAM	M5 antag	IDE inh	CHRM4 antagonist	M5 ag	M4 ag	CRFR2-BP antag	M5 PAM	CRFR2-BP ag
CCN(CC)S(=O)(=O)c1ccc(N2CC(C(=O)NCCC3=CCCCC3)CC2=O)cc1 (configuration not stated) in the list: -6	-3	-6	10	-3	3	3	-5	0.2
CN1CCN(c2ccc(NC(=O)c3cc(Cl)c4c(c3)OCCO4)cc2)CC1 in the list: 9	9	.	0	-8	1	1	2	-1.3

(continued)
Every second line gives: M4 PAM	M5 antag	IDE inh	CHRM4 antagonist	M5 ag	M4 ag	CRFR2-BP antag	M5 PAM	CRFR2-BP ag
31. CCOC(=O)C1CCCN(C(=O)c2ccc(Cl)c(S(=O)(=O)N3CCc4ccccc43)c2)C1 (configuration not stated)
    -5	6	.	-12	-4	24	-4	-23	0.2
32. CCOC(=O)c1c(N)nn(C(=O)c2ccccc2F)c1-c1ccc(OC)cc1
    3	0	-7	-7	0	0	12	3	-3.3
33. Cc1ccc(CN2CCNC(=O)C2CC(=O)NCCCn2ncc3ccccc32)o1 (configuration not stated)
    1	7	.	-4	1	0	21	3	0.7
34. COc1cc2c(cc1O)[C@@H]1Cc3cc(O)c(OC)cc3[C@H](C2)N1C
    13	0	-5	-22	-8	1	-1	10	-2.4
35. COc1ccc(NC(C)=O)cc1NC(=O)c1cccc(S(=O)(=O)N2CCc3ccccc32)c1
    -1	3	3	6	-4	5	2	1	-0.8
36. CCOC(=O)CCSc1cc(C)c2ccccc2n1
    6	1	10	-3	-3	-1	-3	2	0.8
37. Cc1cc(C(C)(C)C)n2nc(C)c(-c3ccccc3)c2n1
    11	10	0	-8	-2	0	-7	-2	4.0
38. CS(=O)(=O)N1CCC(C(=O)Nc2cc(Cl)cc(Cl)c2)CC1
    1	12	8	-5	1	3	-2	1	0.1
39. CC1CCCCN1C(=O)Cn1c(=O)oc2ccccc21 (configuration not stated)
    -1	6	-7	-1	-7	1	-19	-3	1.3
40. Cc1c(NS(=O)(=O)c2ccc3c(c2)Cc2ccccc2-3)c(=O)n(-c2ccccc2)n1C
    11	4	1	-1	-3	6	-8	-2	0.9
41. CC(C)(Oc1ccc(Cl)cc1)C(=O)Nc1c2c(nn1C(C)(C)C)CS(=O)(=O)C2
    0	2	2	-6	1	1	3	0	-1.6
42. CC(C)Cc1nnc(NS(=O)(=O)Cc2ccccc2)s1
    5	-11	-2	5	1	1	8	4	1.1
43. CN(CC(=O)Nc1cccc(F)c1)C(=O)CCc1nc2ccccc2c(=O)[nH]1
    0	5	6	-6	0	1	1	-4	0.6
44. COc1cccc(-c2onc3ccc(C(C)=O)cc23)c1
    2	-2	4	-17	-2	4	16	2	-4.1
45. Cc1ccc(N2NC(C)(c3cccs3)NC2=S)cc1 (configuration not stated)
    0	10	-1	11	1	1	-4	-4	1.0
46. CCC1SC(CC)C(=O)N(CC(=O)NCCc2ccccc2)C1=O (configuration not stated)
    5	-7	-2	-4	7	2	-2	8	1.6
47. FC(F)(F)c1cccc(CNC2c3ccccc3-c3ccccc32)c1
    -8	-5	1	-1	-7	0	-11	-3	0.0
48. CCOc1cccc(C(=O)Nc2ccc(N3CCCC3)cc2)c1
    -7	11	-2	0	-7	0	4	-8	1.2
49. CS(=O)(=O)N(CCc1ccccc1)CC(=O)Nc1ccccc1
    13	12	2	-4	-1	1	-18	2	-1.9
50. O=C1CCc2cc(S(=O)(=O)NC3CCCCC3)ccc2N1
    2	3	-6	2	4	4	4	-5	-2.0
51. CC(=O)c1ccc(Oc2ncnc3sccc23)cc1
    4	-5	1	-10	-5	0	22	-5	0.1
52. CC(=O)c1cc(C#N)c(SCc2ccncc2)nc1C
    -4	1	5	-3	-4	1	11	1	-1.7
53. O=C(CCn1c(=O)oc2ccccc21)NCc1ccc2c(c1)OCO2
    5	0	-1	-16	0	1	22	-2	3.0
54. Cn1c(SCc2ccc(Br)cc2)nc2ccccc2c1=O
    -6	8	-1	8	1	5	0	-10	1.8
55. CC1CCCCN1C(=O)c1ccccc1OC1CCN(S(C)(=O)=O)CC1 (configuration not stated)
    0	2	5	-10	-1	0	15	9	1.7
56. O=C(Nc1ccc(Cl)c(Cl)c1)Nc1ccc(N2CCCC2)c(S(=O)(=O)Nc2ccccc2Cl)c1
    -3	16	0	17	0	1	4	-5	-0.7
57. O=C(C=C(O)c1ccc(Cl)cc1)C(=O)NNC(=O)C(O)(c1ccccc1)c1ccccc1
    -1	2	.	-6	3	0	13	1	8.2
58. CSc1nnc(CNC(=O)c2ccccc2)n1-c1cccc(C)c1
    7	-4	8	-8	1	1	1	2	5.8
59. Cc1cccc(NC(=O)NC(C)CCc2ccccc2)c1 (configuration not stated)
    -4	10	2	-8	-4	7	37	-11	0.2
60. Cc1nn(C)c(C(=O)N/N=C/c2cccc(Oc3ccccc3)c2)c1Br
    -3	0	5	1	-3	3	-54	-5	58*
61. Cc1ccc(S(=O)(=O)N2CCC(=O)N(CCO)CC2)cc1
    15	2	1	-5	0	2	-2	3	-0.1
62. CC1Cc2ccccc2N1C(=O)CSc1nccc(=O)[nH]1 (configuration not stated)
    0	-2	-1	3	-2	0	2	-6	-2.3

CRFR2-BP ag: hit marks shown above.
Every second line gives: M4 PAM	M5 antag	IDE inh	CHRM4 antagonist	M5 ag	M4 ag	CRFR2-BP antag	M5 PAM	CRFR2-BP ag
60. Cc1nn(C)c(C(=O)N/N=C/c2cccc(Oc3ccccc3)c2)c1Br
    -3	0	5	1	-3	3	-54	-5	58*
